High-throughput results deposited in PubChem BioAssay by National Center for Advancing Translational Sciences (NCATS).
D1 ag – human D1 receptor agonism; P21728; HEK293 T-REx D1 cells, calcium flux, agonist mode; activation, % at 2 µM; 360,000 tested, 1% active; AID 504660; in the data active = activation above about 30%; note: 0% is about no effect
Target sequence (P21728 whole entry, looked up): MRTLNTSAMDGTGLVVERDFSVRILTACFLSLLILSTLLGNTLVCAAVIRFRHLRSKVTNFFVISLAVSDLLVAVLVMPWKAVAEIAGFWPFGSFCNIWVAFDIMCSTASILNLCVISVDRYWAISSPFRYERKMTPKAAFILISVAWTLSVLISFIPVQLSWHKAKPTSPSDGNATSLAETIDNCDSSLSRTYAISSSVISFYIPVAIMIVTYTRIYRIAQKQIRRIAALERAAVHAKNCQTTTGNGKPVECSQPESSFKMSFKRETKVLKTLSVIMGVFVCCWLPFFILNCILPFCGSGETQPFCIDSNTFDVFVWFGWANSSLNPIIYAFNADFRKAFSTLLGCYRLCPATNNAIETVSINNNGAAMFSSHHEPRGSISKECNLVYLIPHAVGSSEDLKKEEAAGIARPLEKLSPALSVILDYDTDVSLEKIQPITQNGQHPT
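Agonism was scored from calcium flux recorded over 180 s (1 read/s) after pintool compound addition, following a 10-cycle baseline. Cells were inducible force-coupled HEK293 TREx D1, plated overnight at 30 C and loaded with no-wash calcium dye.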
D1 PAM – human D1 dopamine receptor positive modulation; P21728; HEK293 TREx D1 cells, calcium flux, dopamine EC20 potentiation; potentiation, % at 10 µM; 360,000 tested, 0.036% active; AID 504651; in the data active = potentiation above about 30%; note: 0% is about no effect
D2 PAM – positively modulates the human D2 dopamine receptor allosterically. 340,000 tested, 0.34% active. P14416. potentiation, % at 10 µM. AID 485347. HEK293 T-REx D2, calcium flux, EC20 dopamine potentiation;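 active = potentiation over 3 SD above the plate norm, cut at about 30% in these data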; note: 0% is about no effect
Target sequence (P14416 whole entry, looked up): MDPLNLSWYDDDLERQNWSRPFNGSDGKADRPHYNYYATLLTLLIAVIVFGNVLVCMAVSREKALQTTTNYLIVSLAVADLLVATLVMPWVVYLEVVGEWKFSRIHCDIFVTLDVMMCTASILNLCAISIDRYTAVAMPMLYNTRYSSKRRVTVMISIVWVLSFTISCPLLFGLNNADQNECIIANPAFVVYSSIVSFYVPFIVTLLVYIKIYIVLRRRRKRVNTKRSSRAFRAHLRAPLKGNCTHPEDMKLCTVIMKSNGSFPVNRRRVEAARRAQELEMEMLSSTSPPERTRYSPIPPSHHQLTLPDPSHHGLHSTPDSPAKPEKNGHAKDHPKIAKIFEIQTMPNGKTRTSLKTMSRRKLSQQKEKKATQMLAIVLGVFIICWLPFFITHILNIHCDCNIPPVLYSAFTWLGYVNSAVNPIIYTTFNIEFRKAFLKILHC
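Potentiation of an EC20 dopamine calcium response is measured in a force-coupled, tetracycline-inducible Hek293 Trex D2 line. Compound-only kinetic reads over 180 s flag agonists before dopamine addition.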
RXFP1 ag – agonists of human relaxin receptor RXFP1; Q9HBX9; HEK293T-RXFP1 cAMP TR-FRET, 30 min; response scale: percent of porcine relaxin response, buffer zero; Potency, µM (top dose mostly 57.5 µM), for inactives: at the top dose activation, most hits filed as activators; 370,000 tested, 0.3% active; AID 2676; note: potency is the fitted concentration of half-maximal effect; % is set by controls: 0 for no effect and ±100 for the full control effect; nearly all actives have a fitted effect of over 60% in size; many of its hits are not listed in these tables
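HEK293 cells stably expressing RXFP1, treated 30 min at 37C with compounds plus PDE4 inhibitor Ro 20174; cAMP measured by HTRF TR-FRET. Normalized to buffer and 29 nM porcine relaxin; EC50 by Hill fit.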
D1 antag – human D1 dopamine receptor antagonism; P21728; HEK293 TREx D1 cells, calcium flux, dopamine EC80; stronger effect = lower value; activity change, negative = inhibition, % at 10 µM; 360,000 tested, 3.2% active; AID 504652; in the data active = activity change below about -30%; note: % is set by controls: 0 for no effect and ±100 for the full control effect
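Allosteric or orthosteric antagonism assessed as attenuation of the calcium response to EC80 dopamine, added 180 s after compound, in induced HEK293 Trex D1 cells loaded with no-wash calcium dye.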
GRP78 ERSR act – induces the endoplasmic reticulum stress response in human glioma cells; U87-MG GRP78 promoter luciferase reporter, 16 h; 420,000 tested, 0.02% active; Potency, µM, without a hit: at the highest dose activation, hits mostly activators; AID 602332; note: potency is the fitted concentration of half-maximal effect; series mostly up to about 76 µM; % of control where 0% means no effect; nearly all actives have a fitted effect of over 35% in size
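Stably transfected U87-MG glioma cells carrying a GRP78-based luciferase sensor; 16 h compound incubation. Luminescence end-point read 10 min after Bright-Glo addition at room temperature.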
Vif-A3G inh – blocks the Vif interaction with human APOBEC3G; 410,000 tested, 0.076% active; Potency, µM (doses to about 46.1 µM), for inactives: top-dose activity, negative = active, hits mostly inhibitors; Q9HC16; HeLa A3G-eYFP + Vif (tagged APOBEC3G with the HIV-1 protein that degrades it), YFP fluorescence, overnight;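 note: potency is the fitted concentration of half-maximal effect; % is set by controls: 0 for no effect and ±100 for the full control effect; nearly all actives have a fitted effect of over 60% in size; hits raise eYFP signal because A3G escapes Vif-driven loss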
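HeLa cells stably expressing Vif and C-terminally eYFP-tagged A3G, seeded overnight at 37 deg C, then exposed to compound by pintool overnight at 37 deg C. Rise in yellow fluorescence (Ex 488/Em 500-530, Acumen) marks blocked Vif-driven A3G degradation.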
Vif-APOBEC3F blk – Vif-A3F binding inhibition; 390,000 tested, 0.2% active; AID 602313; HeLa A3F-eYFP + Vif (tagged APOBEC3F with the HIV-1 protein that degrades it), YFP fluorescence increase; Potency, µM (series often up to 46.1 µM), inactives show at the top dose activity, negative = active; note: potency is the fitted concentration of half-maximal effect; % of control where 0% means no effect; nearly all actives have a fitted effect of over 65% in size
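HeLa cells stably expressing A3F-eYFP plus Vif, plated and incubated overnight at 37 deg C, then exposed to compounds overnight at 37 deg C. Blocked degradation read as raised yellow fluorescence (Ex 488/Em 500-530).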
RXFP1 antag – antagonists of human relaxin receptor RXFP1 | 350,000 tested, 0.59% active | AID 1259400 | activity change, negative = inhibition, % at 57.5 µM | HEK293-RXFP1, relaxin-stimulated cAMP HTRF, 30 min; stronger effect = lower value;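 active = activity change of -60% or lower, but not beyond a set lower limit; inconclusive = change between -60% and -40%, or beyond the set limit; inactive = change above -40%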; note: % is set by controls: 0 for no effect and ±100 for the full control effect
* hit, by the source's call; ? = inconclusive; · = no result given; & = joins results of further samples. Unless noted, calls come from the whole dose curve; as a rule, active = well fitted curve in the direction sought with a large enough effect; inconclusive = small, poorly fitted or top-dose-only effect, or another doubt; inactive = no such curve, though single readings can be large; an effect the other way counts as inactive or inconclusive.

SMILES	D1 ag	D1 PAM	D2 PAM	RXFP1 ag	D1 antag	GRP78 ERSR act	Vif-A3G inh	Vif-APOBEC3F blk	RXFP1 antag
COc1ccc(-n2c(SCC(N)=O)nnc2-c2ccc(NS(=O)(=O)c3ccc(C)cc3)cc2)cc1	0	6	-2	-0.8%	26	-2%	2%	-2%	-9
CCOc1ccc(N2C(=O)C3Sc4[nH]c(=O)sc4C(/C=C/c4ccccc4)C3C2=O)cc1 (configuration not stated)	7	0	·	-1.4%	-10	-4%	-7%	?	-7
CN(CC(=O)Nc1cccc(F)c1)C(=O)CSc1ccc(Br)cc1	-1	-2	-19	0.2%	-13	3%	0%	-7%	-72*
Cc1ccc2[nH]c(C)cc(=S)c2c1	6	7	-2	20µM*	0	-3%	-26%	-18%	16
CN(CCOc1ccc(Cl)cc1)c1ccc(S(=O)(=O)N2CCCCC2)cn1	0	4	8	1.0%	-8	-6%	2%	0%	-7
CCOc1ccc(-c2nonc2NC(=O)c2oc3ccc(C)cc3c2C)cc1OCC	-1	-2	8	-1.3%	-9	-3%	2%	-4%	6
Cc1cc(C)n(CCCNC(=O)c2ccc(C)o2)n1	5	-2	20	-0.6%	2	-4%	1%	0%	0
O=C(Nc1ccccc1Cl)C1CC(=O)N(c2ccccc2)C1 (configuration not stated)	1	-4	5	0.6%	-2	0%	-3%	-16%	6
Cn1nnnc1Sc1ncnc2scc(-c3ccccc3Br)c12	4&-1	15&-5	16	0.3%	9	-9%	-21%	1%	·
COC(=O)c1ccc(CSc2nnc(-c3ccncc3)o2)cc1	6	-3	7	3.1%	-5	-3%	-1%	-11%	1
COc1ccc(S(=O)(=O)NNC(=O)c2cc3c4ccccc4n(C)c3s2)cc1	1	0	16	4.3%	-12	-1%	1%	-7%	-2
Cc1ccccc1NC(=O)C(=O)NNC(=O)COc1ccc2ccccc2c1	4	-9	·	3.8%	7	-1%	2%	-5%	-34
N#Cc1cn(CCCOc2ccccc2)c2ccccc12	3	-10	-4	2.0%	-14	0%	-13%	·	-28
O=C(Nc1ccccc1)c1cc2c(=O)c3ccccc3oc2nc1C(F)(F)F	4	3	-5	?	-8	-3%	0%	11%	1
Cc1cccc(-n2ncc3c(NCc4ccccc4)ncnc32)c1	3	-8	7	2.1%	-89*	0%	?	-4%	·
CC(=O)N1c2ccc(S(=O)(=O)N(C)CC(=O)N(C)Cc3ccccc3)cc2CC1C (configuration not stated)	-1	-3	-5	2.2%	-4	0%	-3%	4%	-19
O=c1c2nncn2c2cc(C(F)(F)F)ccc2n1CCNc1ncc(C(F)(F)F)cc1Cl	3	-4	-4	0.3%	10	-2%	1%	-9%	-11
Cn1cc(C2N3CC4(C)CN2CC(C)(C3)C4=O)c2ccccc21 (configuration not stated)	0	5	5	1.0%	2	-5%	3%	7%	-4
NS(=O)(=O)c1ccc(CCNC(=O)c2cnccn2)cc1	3	4	-8	-2.4%	-14	1%	2%	7%	8
COC(=O)C1SCC2C(=O)N(Cc3cccc(C)c3)CC(=O)N21 (configuration not stated)	1	1	-2	1.9%	10	-1%	2%	-6%	-7

Entries listed so far containing four or more nitrogen atoms, in the order listed:
SMILES	D1 ag	D1 PAM	D2 PAM	RXFP1 ag	D1 antag	GRP78 ERSR act	Vif-A3G inh	Vif-APOBEC3F blk	RXFP1 antag
COc1ccc(-n2c(SCC(N)=O)nnc2-c2ccc(NS(=O)(=O)c3ccc(C)cc3)cc2)cc1	0	6	-2	-0.8%	26	-2%	2%	-2%	-9
Cn1nnnc1Sc1ncnc2scc(-c3ccccc3Br)c12	4&-1	15&-5	16	0.3%	9	-9%	-21%	1%	·
Cc1cccc(-n2ncc3c(NCc4ccccc4)ncnc32)c1	3	-8	7	2.1%	-89*	0%	?	-4%	·
O=c1c2nncn2c2cc(C(F)(F)F)ccc2n1CCNc1ncc(C(F)(F)F)cc1Cl	3	-4	-4	0.3%	10	-2%	1%	-9%	-11
NS(=O)(=O)c1ccc(CCNC(=O)c2cnccn2)cc1	3	4	-8	-2.4%	-14	1%	2%	7%	8

Additional compounds follow.
SMILES	D1 ag	D1 PAM	D2 PAM	RXFP1 ag	D1 antag	GRP78 ERSR act	Vif-A3G inh	Vif-APOBEC3F blk	RXFP1 antag
COc1ccccc1N1CCN(CC(=O)N2CCCC2)CC1	2	0	-6	1.3%	-8	0%	0%	-3%	9
Cc1ccc(OCc2ccccc2Br)c([N+](=O)[O-])n1	-1	1	18	-0.4%	2	2%	1%	0%	-3
COc1cc(NC(=O)Cn2c(=O)n(-c3cccc(C)c3)c(=O)c3c(C)c(C)sc32)cc(OC)c1	4	-1	5	-0.3%	-8	0%	3%	0%	3
CC(=O)O/N=C1\C(=O)N(Cc2ccc(C)cc2)c2ccccc21	3	4	-8	-0.2%	-2	1%	-6%	-8%	-13
CCC(Sc1ccc(C(=O)O)cc1)C(=O)O (configuration not stated)	1	-5	-6	1.9%	6	4%	-1%	-5%	9
Cc1cc(OCC(F)(F)C(F)(F)C(F)(F)C(F)F)nc(N)n1	8	-6	4	3.0%	-2	-2%	2%	-4%	-2
O=C(Cn1c(=O)[nH]c2ccsc2c1=O)NC1CCCCC1	0	-4	6	3.2%	1	-2%	3%	-8%	-4
CCC1Oc2ccccc2N(CC(=O)NCCCN2CCN(c3ccc(OC)cc3)CC2)C1=O (configuration not stated)	6	-6	-5	-4.5%	-90*	3%	-4%	-1%	9
O=C(Nc1ccccc1)C1CCCCN1S(=O)(=O)c1ccccc1 (configuration not stated)	3	-7	9	0.5%	-5	-2%	3%	4%	-19
O=C(c1cc(COc2cccc(C(F)(F)F)c2)on1)N1CCCC1	·	·	·	·	·	3%	-2%	0%	7
CCn1ncc(Br)c1C(=O)NC1CCCCCCC1	0	1	-3	-2.0%	17	-2%	2%	-3%	-2
CC(=O)c1cccc(NC(=O)Nc2sc3nc4n(c(=O)c3c2C)CCC(C)CC4)c1 (configuration not stated)	2	-3	-3	-2.5%	1	-4%	2%	-3%	7
Oc1c(Cl)cc(Cl)cc1C(C#Cc1ccccc1)N1CCOCC1 (configuration not stated)	6	-1	20	1.4%	7	11%	-6%	4%	-19
NC(=O)C1CCN(C(=O)c2ccc(Cl)c(S(=O)(=O)N3CCCCCC3)c2)CC1	·	·	·	·	·	-2%	4%	-1%	4
CN1CCc2cc3c(c4c2[C@H]1[C@H](O)c1ccccc1-4)OCO3	-3	2	0	4.5%	10	-5%	12%	-29%	·
S=c1[nH]nc(CN2CCCCC2)n1Cc1ccccc1	0	-4	-15	0.1%	0	-3%	0%	-1%	-9
COCN(C#N)c1nc(N(C)C)nc(N(C)C)n1	1	-7	9	0.9%	2	-3%	-2%	-20%	-8
CCN(CC)c1ccc(-c2n[nH]c(=S)n2-c2ccccc2)cc1	2	-1	-1	0.5%	0	-3%	-18%	-11%	?
CC1CCC2C(C1)OS(=O)(=O)NC2(C)C (configuration not stated)	1	-2	-4	-1.2%	1	·	·	·	·
Cc1cn(C)c(CC(=O)N2CCN(c3cccc(Cl)c3)CC2)c1C(=O)O	0	-4	-13	10.0%	-3	-4%	-6%	2%	-8

Ordered by the number under D1 PAM (highest first): some entries from above
smiles	D1 ag	D1 PAM	D2 PAM	D1 antag	GRP78 ERSR act	Vif-APOBEC3F blk	RXFP1 antag
O=C(Nc1ccccc1)c1cc2c(=O)c3ccccc3oc2nc1C(F)(F)F	4	3	-5	-8	-3%	11%	1
CCn1ncc(Br)c1C(=O)NC1CCCCCCC1	0	1	-3	17	-2%	-3%	-2
CCOc1ccc(N2C(=O)C3Sc4[nH]c(=O)sc4C(/C=C/c4ccccc4)C3C2=O)cc1 (configuration not stated)	7	0	·	-10	-4%	?	-7
CCN(CC)c1ccc(-c2n[nH]c(=S)n2-c2ccccc2)cc1	2	-1	-1	0	-3%	-11%	?
O=C(Nc1ccccc1Cl)C1CC(=O)N(c2ccccc2)C1 (configuration not stated)	1	-4	5	-2	0%	-16%	6

Further entries.
SMILES	D1 ag	D1 PAM	D2 PAM	RXFP1 ag	D1 antag	GRP78 ERSR act	Vif-A3G inh	Vif-APOBEC3F blk	RXFP1 antag
CC(=O)Nc1ccc(OCC(O)CN2CCN(c3cccc(Cl)c3)CC2)cc1 (configuration not stated)	10	-4	-31	-0.3%	-14	2%	0%	4%	-2
Cc1oc2c(O)c(O)ccc2c(=O)c1-c1cnn(-c2ccccc2)c1	6	4	6	1.8%	1	5%	-8%	1%	-1
CC(=O)c1cc2c(cc1NC(=O)CN1CCC(Cc3ccccc3)CC1)OCO2	5	1	-5	-0.9%	1	-5%	-1%	3%	2
Cc1ccccc1C(=O)N1CCc2ccccc2C1	49*	8	0	-3.4%	-6	0%	4%	-7%	26
COc1cc2c(cc1OC)C(COc1ccc(F)cc1)N(C(=O)c1ccco1)CC2 (configuration not stated)	5	0	1	3.5%	5	-4%	-6%	-1%	2
COc1ccc(/C=C(/CC(=O)NCc2ccc(Cl)cc2)c2nc3ccccc3s2)cc1	9	2	-6	-2.2%	5	0%	0%	-10%	·
CCOC(=O)C1=C(c2cccc(F)c2)NC(=S)NC1C (configuration not stated)	-1	5	-7	0.0%	1	-4%	0%	·	14
Cc1occc1C(=O)NCc1ccco1	0	-1	22	1.3%	2	-4%	-4%	0%	-11
COc1ccc(NC(=O)Nc2nnc(Cc3ccc(OC)c(OC)c3)s2)cc1	1	-2	4	-1.4%	3	-5%	-3%	1%	-2
Cc1nc(N2CCOCC2)c2c(C(=O)N(C)c3ccccc3)c(C)oc2n1	1	-5	-3	0.0%	1	-2%	1%	7%	11
CSc1nc(NCc2ccco2)c2sc3nc(C(C)C)c4c(c3c2n1)CC(C)(C)OC4	3	-3	4	22%	7	-5%	2%	-20%	-5

These rows are one share of the data; count on the stated rates, not on these rows.
